CR mimetic SO – caloric restriction mimetics inhibiting age-related superoxide in yeast | superoxide response (% of plate mean), % at 10 µM | S. cerevisiae aged cells, superoxide DHE fluorescence; active compounds read low | 0.18% of 330,000 active;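 active = superoxide response under a set limit, about three screen SD below normal, cut at about 65% in these data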;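 also: yeast aged for seven days with compound at 30 °C before DHE staining; 100% = average MFI of all compound-treated wells on the plate with controls excluded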
* hit, by the source's call. The list is partial, so the mix of outcomes need not match the whole.

SMILES	CR mimetic SO
CC(C)=CCC/C(C)=C/CNC(=O)C[C@H]1C[C@H](C(=O)N2CCCCC2)[C@@]2(CCc3ccccc3)c3[nH]c4cc(CCC(=O)N(C)C)ccc4c3CCN2C1=O	94.8
C[C@@H]1CN([C@@H](C)CO)C(=O)c2cccc(NC(=O)C3CCCCC3)c2O[C@@H]1CN(C)C(=O)NC1CCCCC1	101.0
O=C(C[C@H]1C[C@H](C(=O)N2CCCCC2)[C@@]2(CCc3ccccc3)c3[nH]c4ccc(Cl)cc4c3CCN2C1=O)NCCC1=CCCCC1	99.3
O=S1(=O)N=C(c2ccccc2)C=C(c2ccccc2)N1	89.4
O=c1cc(-c2ccc(O)cc2)oc2cc(O)c([C@@H]3O[C@H](CO)[C@@H](O)[C@H](O)[C@H]3O)c(O)c12	78.1
COCCCNC(=O)CC1C[C@H](C(=O)N2CCOCC2)[C@@]2(CCC3CCCC3)c3[nH]c4ccc(OC)cc4c3CCN2C1=O (stereo not given in full)	109.5
CCN1C(=O)[C@H]2[C@H]3CN=C(SCc4ccc(Cl)cc4)N3[C@@](CC)(C(=O)OC)[C@H]2C1=O	107.7
COc1ccccc1NC(=O)CN(Cc1ccco1)C(=O)c1ccc(N2CCCC2=O)cc1	101.1
C=C(NS(=O)(=O)c1ccc(C)cc1)C(=O)OC	102.2
Cc1ccc(S(=O)(=O)N2[C@@H](c3ccc(Br)cc3)C(C(=O)O)=CC[C@H]2c2ccc(Cl)cc2)cc1	91.0
COc1ccc(S(=O)(=O)Nc2cccc3c2O[C@H](CN(C)C(=O)Nc2ccccc2)[C@@H](C)CN([C@H](C)CO)C3=O)cc1	86.7
CC(C)(C)OC(=O)NCCCCCNC(=O)c1nc[nH]c1C(=O)NCCCCCNC(=O)OC(C)(C)C	97.5
CN(C(=O)c1ccc(NC(=O)C2CCN(C(=O)OC(C)(C)C)CC2)cc1)C1CC1	99.9
COc1cc2c(c(OC)c1OC)C(c1ccccc1C)CC(=O)O2 (stereo not given)	99.8
COC(=O)[C@@]12CCCCN1[C@H](c1ccc(-c3cccc(Cl)c3)cc1)[C@@H]1C(=O)N(C)C(=O)[C@@H]12	70.8

Individual results from the results shown.
COCCCNC(=O)CC1C[C@H](C(=O)N2CCOCC2)[C@@]2(CCC3CCCC3)c3[nH]c4ccc(OC)cc4c3CCN2C1=O (stereo not given in full) in CR mimetic SO = 109.5
CN(C(=O)c1ccc(NC(=O)C2CCN(C(=O)OC(C)(C)C)CC2)cc1)C1CC1 in CR mimetic SO = 99.9

Sorted by heavy-atom count (lowest first): 5 of the compounds above
SMILES	CR mimetic SO
C=C(NS(=O)(=O)c1ccc(C)cc1)C(=O)OC	102.2
CCN1C(=O)[C@H]2[C@H]3CN=C(SCc4ccc(Cl)cc4)N3[C@@](CC)(C(=O)OC)[C@H]2C1=O	107.7
O=c1cc(-c2ccc(O)cc2)oc2cc(O)c([C@@H]3O[C@H](CO)[C@@H](O)[C@H](O)[C@H]3O)c(O)c12	78.1
COCCCNC(=O)CC1C[C@H](C(=O)N2CCOCC2)[C@@]2(CCC3CCCC3)c3[nH]c4ccc(OC)cc4c3CCN2C1=O (stereo not given in full)	109.5
O=C(C[C@H]1C[C@H](C(=O)N2CCCCC2)[C@@]2(CCc3ccccc3)c3[nH]c4ccc(Cl)cc4c3CCN2C1=O)NCCC1=CCCCC1	99.3

(next part)
SMILES	CR mimetic SO
CCOC(=O)C1=CN(Cc2cccc(F)c2)S(=O)(=O)N(C)C1c1cccc(OC)c1 (stereo not given)	99.4
COc1ccc(-c2coc(CCC(=O)N3CCN(c4cc(C)ccc4C)CC3)n2)cc1	93.8
Cn1nnnc1Sc1ncnc2scc(-c3cccc4ccccc34)c12	105.3
COc1cc(OC)cc(-c2c(C#Cc3ccsc3)c3cc(-c4ccccc4OC)ccc3n2C)c1	83.4
CC(C)=CCOc1c2ccoc2c(OCC=C(C)C)c2oc(=O)ccc12	94.3
COC(=O)[C@@]12CCCCN1[C@H](c1ccc(-c3ccc(Cl)c(Cl)c3)cc1)[C@H]1C(=O)N(C)C(=O)[C@H]12	85.4
CC[C@]1(C(=O)OC)[C@H]2C(=O)N(C)C(=O)[C@H]2[C@H]2CN=C(SCC3CC3)N21	97.7
CCOC(=O)C1=C(c2ccccc2)c2ccccc2N(S(=O)(=O)C(F)(F)F)C1C(=O)OCC (stereo not given)	100.1
COC(=O)[C@]1(Cc2ccccc2)N[C@H](CN(C)C(=O)C2CCCCC2)[C@@H]2C(=O)N(Cc3ccccc3)C(=O)[C@@H]21	94.3
CC1(NC(=O)CC(c2ccccc2)(c2ccccc2)c2ccccc2)CCN(Cc2ccc(-c3ccccc3)cc2)C1=O (stereo not given)	112.0
C=C(C)C(COc1c2occc2cc2ccc(=O)oc12)OC(C)(C)C(O)COc1c2occc2cc2ccc(=O)oc12 (stereo not given)	99.5
C[C@H](CO)N1C[C@H](C)[C@@H](CN(C)S(=O)(=O)c2ccccc2)Oc2c(NS(=O)(=O)c3ccccc3)cccc2C1=O	99.6
COc1ccc(-c2ccc3c(c2)S(=O)(=O)c2cccc(C(=O)N4CCN(C5CCCCC5)CC4)c2C3=O)cc1OC	108.0
O=C1CCC/C=C\C[C@@H](CC(=O)N(CCO)Cc2ccccc2)C(=O)N2CCC[C@H]2CO1	104.5
Cc1ccc(C)c(N2CCN(C(=O)CCc3nc(-c4ccc(Br)cc4)no3)CC2)c1	90.1

(list continues)
SMILES	CR mimetic SO
Cc1noc(C)c1NC(=O)Nc1ccc2c(c1)C(=O)N([C@H](C)CO)C[C@H](C)[C@@H](CN(C)S(=O)(=O)c1ccccc1)O2	86.1
CCN(C[C@H]1N[C@@](CC)(C(=O)OC)[C@H]2C(=O)N(C)C(=O)[C@@H]12)C(=O)c1ccc(C(C)(C)C)cc1	104.8
COc1ccc2[nH]c3c(c2c1)CCN1C(=O)C(CC(=O)NC/C=C(\C)CCC=C(C)C)C[C@H](C(=O)N2CCCCC2)[C@@]31C (stereo not given in full)	109.5
COC(=O)[C@]1(C)N[C@H](CN(C)S(=O)(=O)c2ccc(-c3ccccc3)cc2)[C@@H]2C(=O)N(C)C(=O)[C@@H]21	81.6
O=C1NCCOC(=O)[C@@H](Cc2ccc(F)cc2)CC/C=C/C[C@H]1CC(=O)N(CCO)Cc1ccccc1	103.7
CCOC(=O)C1=CN(Cc2cccc(F)c2)S(=O)(=O)N(C)C1c1ccccc1 (stereo not given)	96.5
CC(C)(C)NC(=O)C[C@H]1C[C@H](C(=O)N2CCOCC2)[C@@]2(C)c3[nH]c4ccc(Cl)cc4c3CCN2C1=O	100.3
C=CC[C@H](CC(=O)N[C@H](CO)Cc1ccccc1)C(=O)N[C@@H](COC(=O)[C@@H](CC=C)Cc1ccc(F)cc1)Cc1c[nH]c2ccccc12	121.8
C=CC[C@@H](Cc1ccc(F)cc1)C(=O)OC[C@H]1CCCN1C(=O)[C@H](CC=C)CC(=O)N(CCO)Cc1ccccc1	126.4
C[C@@H]1CN([C@H](C)CO)C(=O)c2cc(NC(=O)Nc3ccc(C(F)(F)F)cc3)ccc2O[C@H]1CN(C)Cc1ccc(Cl)c(Cl)c1	90.8
Cc1cc2oc(=O)cc(-c3ccccc3)c2c(C)c1-c1ccc(O)cc1	95.9
CCOC(=O)C1=CN(Cc2cccc(F)c2)S(=O)(=O)NC1c1ccc(F)c(Cl)c1 (stereo not given)	126.6
COc1ccc(-c2nc3cc(C)ccn3c2NC2CCCCC2)cc1SC1CCCCC1	116.6
C[C@@H]1CN([C@H](C)CO)C(=O)c2cccc(NC(=O)NC3CCCCC3)c2O[C@@H]1CN(C)C(=O)Nc1ccc(C(F)(F)F)cc1	80.9
N#CC(Cc1cc2ccccc2n1S(=O)(=O)c1ccccc1)OCc1ccccc1 (stereo not given)	89.1

Carrying on:
SMILES	CR mimetic SO
O=C(c1ccc(S(=O)(=O)Nc2ccccc2F)cc1)N1CCN(c2ccccn2)CC1	83.3
CCC(CO)Oc1cc(NC(=O)c2ccc([N+](=O)[O-])cc2)c2ncn(C(C)C)c2c1 (stereo not given)	101.8
COc1cc(OC)cc(-c2c(-c3ccc(F)cc3)c3cc(-c4ccc(OC)nc4)ccc3n2C)c1	92.7
C[C@@H]1CN([C@@H](C)CO)C(=O)c2cccc(NS(C)(=O)=O)c2O[C@H]1CN(C)Cc1ccc(Oc2ccccc2)cc1	97.4
COC(=O)[C@H](CC(C)C)N1Cc2cc(OC)cc(OC)c2-c2ccccc2S1(=O)=O	103.5
Cc1csc(=O)n1CCC(=O)OC(C)C(=O)NCc1ccccc1 (stereo not given)	96.4
CCN1C(=O)[C@H]2[C@H]3CN=C(SCC4CC4)N3[C@@](Cc3ccccc3)(C(=O)OC)[C@H]2C1=O	101.1
O=S(=O)(c1ccccc1Br)N(Cc1ccccc1)CC(O)COCc1ccccc1 (stereo not given)	93.3
C[C@@H]1CN([C@@H](C)CO)C(=O)c2cc(NS(C)(=O)=O)ccc2O[C@@H]1CN(C)S(=O)(=O)c1ccccc1	104.5
Clc1cccc(-c2ccc3ncnc(NCc4cccs4)c3c2)c1	84.0

(further entries)
SMILES	CR mimetic SO
CC(C)N(C(=O)[C@H]1C[C@H](CC(=O)NCCC2=CCCCC2)C(=O)N2CCc3c([nH]c4cc(-c5ccco5)ccc34)[C@]12C)C(C)C	90.8
O=C(C[C@H]1C[C@H](C(=O)N2CCOCC2)[C@@]2(CCC3CCCC3)c3[nH]c4cc(-c5ccco5)ccc4c3CCN2C1=O)NCc1ccco1	88.4
CCCCCC1C(=O)C[C@@H]2CCN3C(=O)CCC[C@H]1[C@H]23 (stereo not given in full)	104.8
Cc1ccc(C(C)C)c2oc(=O)cc(-c3ccc(-c4ccc(C(F)(F)F)cc4)cc3)c12	99.5
O=C1c2ccccc2C(=O)N1CCCCc1cn(C[C@H]2CC[C@H](Cn3cc(CCCCN4C(=O)c5ccccc5C4=O)nn3)O2)nn1	90.1
CC(C)(O)C#Cc1ccc(CNC[C@H]2O[C@@H](n3cnc4c(N)ncnc43)[C@H](O)[C@@H]2O)s1	83.2
COC(=O)Cn1cnc(C(=O)Nc2ccc(C)c(C)c2)n1	104.6
Cc1ccc(NC(=O)c2ncn(CC(=O)N[C@H](C)c3cccc4ccccc34)n2)cc1C	80.5
Cc1ccc(CNC(=O)c2cc(-c3ccccc3C)nn2CC2CC(c3cccnc3)=NO2)cc1 (stereo not given)	105.8
C[C@]12c3[nH]c4cc(-c5ccco5)ccc4c3CCN1C(=O)[C@@H](CC(=O)NCc1ccco1)C[C@@H]2C(=O)N1CCOCC1	95.9

(listing goes on)
SMILES	CR mimetic SO
CSCC[C@H](N)C(=O)NC[C@H]1O[C@@H](n2cnc3c(N)ncnc32)[C@H](O)[C@@H]1O	90.2
COC(=O)[C@]1(Cc2ccccc2)N[C@H](CN(C)C(=O)COc2ccccc2)[C@@H]2C(=O)N(C)C(=O)[C@@H]21	85.7
CC[C@]12c3[nH]c4ccc(Cl)cc4c3CCN1C(=O)[C@@H](CC(=O)NCC13CC4CC(CC(C4)C1)C3)C[C@@H]2C(=O)N1CCN(C(=O)c2ccco2)CC1	101.9
O=C1C(Cc2ccccc2)Nc2ncnc(N3CCN(c4ccccc4)CC3)c2N1Cc1ccc(Br)cc1 (stereo not given)	91.0
COCCCNC(=O)C[C@H]1C[C@H](C(=O)N2CCCCC2)[C@@]2(C)c3[nH]c4ccc(Cl)cc4c3CCN2C1=O	110.4
O=C(NC1C/C=C\C(c2ccccc2)N(c2ccccc2)C(=O)C1)OCC1c2ccccc2-c2ccccc21 (stereo not given)	98.7
Cc1ccc2nc(-c3cccc(SC4CCCCC4)c3)c(NC3CCCCC3)n2c1	115.8
Cc1ccccc1-c1cc(C(=O)NCc2ccco2)nn1CC1CC(c2cccc([N+](=O)[O-])c2)=NO1 (stereo not given)	91.7
Cc1cccc(CNc2ncnc3ccc(-c4ccc5c(c4)OCO5)cc23)c1	94.5
COc1ccc(C(CCN2CCOCC2)c2c(OC)cc(OC)c3ccc(=O)oc23)cc1 (stereo not given)	86.5

The closing three compounds of the part before open the next one:
SMILES	CR mimetic SO
Cc1ccccc1-c1cc(C(=O)NCc2ccco2)nn1CC1CC(c2cccc([N+](=O)[O-])c2)=NO1 (stereo not given)	91.7
Cc1cccc(CNc2ncnc3ccc(-c4ccc5c(c4)OCO5)cc23)c1	94.5
COc1ccc(C(CCN2CCOCC2)c2c(OC)cc(OC)c3ccc(=O)oc23)cc1 (stereo not given)	86.5
COc1cc(OC)cc(-c2c(C#Cc3ccsc3)c3cc(-c4ccc(OC)c(F)c4)ccc3n2C)c1	87.5
CCN1C(=O)[C@H]2[C@H]3CN=C(SCc4ccccc4)N3[C@@](Cc3ccccc3)(C(=O)OC)[C@H]2C1=O	99.3
Oc1cc(NCc2ccc(F)cc2)cc2cccnc12	123.4
CCN(CC)CCOC(=O)C(c1ccccc1)C1CCCCC1 (stereo not given)	115.1
Cc1ccccc1-c1cc(C(=O)NCc2ccc(OC(F)(F)F)cc2)nn1CC1CC(c2cccc([N+](=O)[O-])c2)=NO1 (stereo not given)	92.6
COc1ccc2c(-c3ccc(S(N)(=O)=O)cc3)c(-c3ccc(S(C)(=O)=O)cc3)sc2c1	116.0
Cc1ccc([C@@H]2CC=C(C(=O)O)[C@H](c3ccc(Br)cc3)N2S(=O)(=O)c2ccc(C)cc2)cc1	114.8
COc1ccc(C2CC(c3ccccc3Cl)=NN2c2ccc(S(N)(=O)=O)cc2)cc1 (stereo not given)	75.6
CC(C)NC(=O)Nc1cccc2c1O[C@@H](CN(C)S(=O)(=O)c1ccc(F)cc1)[C@@H](C)CN([C@H](C)CO)C2=O	83.9
CCCCN1C(=O)c2ccc(C(=O)N(C)CC(=O)Nc3ccc(OCC)c(OCC)c3)cc2C1=O	95.0

New compounds follow
SMILES	CR mimetic SO
COc1ccc2[nH]c3c(c2c1)CCN1C(=O)C(CC(=O)NCc2cccc(C(F)(F)F)c2)C[C@H](C(=O)N2CCOCC2)[C@@]31C (stereo not given in full)	94.4
Cc1cccc(C)c1NC(=O)COC(=O)c1cc(S(=O)(=O)Nc2ccc(Cl)cc2)ccc1O	108.8
CON(C)C(=O)CCN(Cc1ccccc1)C(=O)OC(C)(C)C	87.5
C[C@H](CO)N1C[C@H](C)[C@@H](CN(C)Cc2ccncc2)Oc2c(NS(=O)(=O)c3cn(C)cn3)cccc2C1=O	92.5
